# NSD2 block = inhibitors of human NSD2, primary screen, biochemical, plate reader, single point | NSD2-SET H3K36me1 DELFIA fluorescence | inhibition, % at 12.5 µM | hit rate 0.07% among 44,000; in the data active = inhibition above about 54%, passing the limit was not always enough;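 note: inhibitors reduce the monomethyl H3K36 fluorescence signal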
# Target sequence (O96028 whole entry, looked up): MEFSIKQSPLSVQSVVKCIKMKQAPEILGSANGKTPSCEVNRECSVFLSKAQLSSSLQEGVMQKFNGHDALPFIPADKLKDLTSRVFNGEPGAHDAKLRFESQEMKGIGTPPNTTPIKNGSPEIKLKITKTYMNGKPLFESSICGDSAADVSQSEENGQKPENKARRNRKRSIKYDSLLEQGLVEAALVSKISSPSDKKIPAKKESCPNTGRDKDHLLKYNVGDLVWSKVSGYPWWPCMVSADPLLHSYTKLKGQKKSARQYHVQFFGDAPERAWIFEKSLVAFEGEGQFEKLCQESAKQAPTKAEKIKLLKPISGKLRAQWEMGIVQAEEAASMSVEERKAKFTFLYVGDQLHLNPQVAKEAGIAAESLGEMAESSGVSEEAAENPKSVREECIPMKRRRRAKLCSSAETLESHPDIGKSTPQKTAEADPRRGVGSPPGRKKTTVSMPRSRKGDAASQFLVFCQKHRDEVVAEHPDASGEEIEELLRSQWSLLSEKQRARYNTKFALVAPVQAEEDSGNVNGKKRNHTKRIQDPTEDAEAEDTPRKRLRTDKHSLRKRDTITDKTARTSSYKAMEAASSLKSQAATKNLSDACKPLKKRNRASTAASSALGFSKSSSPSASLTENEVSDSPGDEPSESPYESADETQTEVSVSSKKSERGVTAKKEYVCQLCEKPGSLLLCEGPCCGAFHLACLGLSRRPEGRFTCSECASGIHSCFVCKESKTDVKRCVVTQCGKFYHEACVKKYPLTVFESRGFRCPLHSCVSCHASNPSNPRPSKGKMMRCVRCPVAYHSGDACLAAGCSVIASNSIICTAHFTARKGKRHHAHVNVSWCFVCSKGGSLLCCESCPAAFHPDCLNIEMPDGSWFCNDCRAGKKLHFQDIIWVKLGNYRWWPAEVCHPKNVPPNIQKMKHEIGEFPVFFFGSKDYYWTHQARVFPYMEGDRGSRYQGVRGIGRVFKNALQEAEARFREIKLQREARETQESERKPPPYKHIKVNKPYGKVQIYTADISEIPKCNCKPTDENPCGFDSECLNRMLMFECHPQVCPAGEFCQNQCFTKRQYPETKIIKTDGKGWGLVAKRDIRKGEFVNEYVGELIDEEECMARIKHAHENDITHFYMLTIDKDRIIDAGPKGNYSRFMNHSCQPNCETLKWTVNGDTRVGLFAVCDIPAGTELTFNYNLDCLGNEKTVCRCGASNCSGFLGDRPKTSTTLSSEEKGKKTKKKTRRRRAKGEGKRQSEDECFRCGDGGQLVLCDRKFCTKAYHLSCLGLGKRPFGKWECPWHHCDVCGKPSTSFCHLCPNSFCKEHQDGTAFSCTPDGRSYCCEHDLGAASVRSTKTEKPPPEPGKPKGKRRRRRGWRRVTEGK
# * marks the source's active call; other numbers are inactive results.
# The first five records, to show the layout:
NSD2 block | SMILES
4.4 | C/C=C/c1ccc2c(c1)O[C@@H](CN(C)C(=O)CC)[C@H](C)CN([C@H](C)CO)S2(=O)=O
-4.1 | CNC[C@H]1Oc2ccc(NS(=O)(=O)c3ccccc3)cc2C(=O)N([C@@H](C)CO)C[C@@H]1C
-13.5 | Cc1ccccc1-c1ccc2c(c1)O[C@@H](CN(C)C(=O)Nc1ccccc1)[C@H](C)CN([C@H](C)CO)S2(=O)=O
5.6 | C[C@@H]1CN([C@@H](C)CO)C(=O)c2cc(NC(=O)CCCN(C)C)ccc2O[C@@H](C)CCCCO[C@@H]1CN(C)S(=O)(=O)c1cn(C)cn1
-7.0 | C[C@@H]1CN([C@H](C)CO)C(=O)c2cc(-c3ccc(F)cc3)cnc2O[C@@H]1CN(C)Cc1ccc(F)cc1

# This part in full (from the top)
NSD2 block | SMILES
4.4 | C/C=C/c1ccc2c(c1)O[C@@H](CN(C)C(=O)CC)[C@H](C)CN([C@H](C)CO)S2(=O)=O
-4.1 | CNC[C@H]1Oc2ccc(NS(=O)(=O)c3ccccc3)cc2C(=O)N([C@@H](C)CO)C[C@@H]1C
-13.5 | Cc1ccccc1-c1ccc2c(c1)O[C@@H](CN(C)C(=O)Nc1ccccc1)[C@H](C)CN([C@H](C)CO)S2(=O)=O
5.6 | C[C@@H]1CN([C@@H](C)CO)C(=O)c2cc(NC(=O)CCCN(C)C)ccc2O[C@@H](C)CCCCO[C@@H]1CN(C)S(=O)(=O)c1cn(C)cn1
-7.0 | C[C@@H]1CN([C@H](C)CO)C(=O)c2cc(-c3ccc(F)cc3)cnc2O[C@@H]1CN(C)Cc1ccc(F)cc1
1.8 | COc1ccccc1C#Cc1cnc2c(c1)C(=O)N([C@H](C)CO)C[C@@H](C)[C@H](CN(C)C(C)=O)O2
1.2 | C[C@@H]1CN([C@H](C)CO)C(=O)c2cc(NC(=O)NC3CCCCC3)ccc2O[C@H]1CN(C)Cc1ccc2c(c1)OCO2
-25.1 | C[C@H]1CN([C@@H](C)CO)C(=O)c2cc(NC(=O)Nc3ccc(F)cc3)ccc2O[C@H]1CN(C)Cc1ccncc1
-4.7 | C[C@@H]1CN([C@@H](C)CO)C(=O)Cc2cc(NS(=O)(=O)c3ccc(F)cc3)ccc2O[C@@H]1CN(C)C(=O)Nc1ccc(C(F)(F)F)cc1
-4.1 | C[C@H]1CN([C@@H](C)CO)C(=O)Cc2cc(NC(=O)Cc3ccccc3)ccc2O[C@H]1CN(C)S(=O)(=O)c1cccs1
0.6 | COc1ccc(NC(=O)Nc2ccc3c(c2)C(=O)N([C@H](C)CO)C[C@H](C)[C@H](CN(C)C(=O)Nc2ccc(C(F)(F)F)cc2)OCCCC[C@@H](C)O3)cc1
13.8 | C[C@@H]1CN([C@H](C)CO)C(=O)Cc2cc(NC(=O)C3CCCCC3)ccc2O[C@H]1CN(C)CC1CCCCC1
0.1 | C[C@@H]1CN([C@@H](C)CO)C(=O)CCCn2nncc2CO[C@@H]1CN(C)Cc1ccc2c(c1)OCCO2
-1.8 | C[C@@H]1CCCCO[C@@H](CN(C)C(=O)Nc2ccc3c(c2)OCO3)[C@@H](C)CN([C@@H](C)CO)C(=O)c2cc(NC(=O)CCC(F)(F)F)ccc2O1
-4.8 | C[C@@H]1CN([C@H](C)CO)C(=O)Cc2cc(NC(=O)c3ccncc3)ccc2O[C@@H]1CN(C)CC1CCCCC1
-2.0 | C/C=C/c1cnc2c(c1)C(=O)N([C@@H](C)CO)C[C@@H](C)[C@H](CN(C)C(=O)Cc1cccnc1)O2
4.6 | CCCC#Cc1cnc2c(c1)C(=O)N([C@@H](C)CO)C[C@H](C)[C@@H](CN(C)C(=O)Nc1c(C)noc1C)O2
5.3 | CNC[C@H]1Oc2ccc(NC(=O)Nc3ccc(OC)cc3)cc2CC(=O)N([C@@H](C)CO)C[C@@H]1C
-2.6 | C[C@H]1CN([C@@H](C)CO)C(=O)Cc2cc(NC(=O)Nc3ccc(C(F)(F)F)cc3)ccc2O[C@H]1CN(C)Cc1ccc2c(c1)OCO2
-0.1 | Cc1noc(C)c1NC(=O)Nc1ccc2c(c1)C(=O)N([C@H](C)CO)C[C@H](C)[C@H](CN(C)C(=O)c1ccccc1)OCCCC[C@H](C)O2
-6.3 | C[C@@H]1CN([C@H](C)CO)C(=O)Cc2cc(NC(=O)NC3CCCCC3)ccc2O[C@H]1CN(C)Cc1ccc(-c2ccccc2)cc1
-33.0 | C[C@@H]1CCCCO[C@H](CN(C)C(=O)c2ccncc2)[C@H](C)CN([C@H](C)CO)C(=O)c2cc(NS(=O)(=O)c3ccccc3)ccc2O1
-1.1 | C[C@H](CO)N1C[C@H](C)[C@H](CN(C)C(=O)Nc2cccc3ccccc23)Oc2ccc(NC(=O)CCCN(C)C)cc2C1=O
-34.7 | CC(C)NC(=O)Nc1ccc2c(c1)C(=O)N([C@H](C)CO)C[C@@H](C)[C@@H](CN(C)C)OCCCC[C@@H](C)O2
-2.4 | C[C@@H]1CN([C@H](C)CO)C(=O)c2cc(NC(=O)c3ccncc3)ccc2O[C@@H]1CN(C)S(=O)(=O)c1ccc(F)cc1
10.8 | C[C@@H]1CN([C@H](C)CO)C(=O)Cc2cc(NC(=O)Cc3cn(C)c4ccccc34)ccc2O[C@H]1CN(C)C
0.3 | C[C@H](CO)N1C[C@H](C)[C@@H](CN(C)C(=O)Nc2ccccc2)Oc2c(NC(=O)Nc3ccc(F)cc3)cccc2C1=O
0.2 | C[C@H](CO)N1C[C@H](C)[C@@H](CN(C)S(C)(=O)=O)Oc2ccc(NC(=O)c3ccncc3)cc2CC1=O
-1.4 | CCCN(C)C[C@@H]1Oc2cc(C#Cc3ccccc3)ccc2S(=O)(=O)N([C@@H](C)CO)C[C@H]1C
-1.2 | C[C@@H]1CN([C@H](C)CO)C(=O)c2cc(NS(=O)(=O)c3ccc(F)cc3)ccc2O[C@@H]1CN(C)C
0.5 | C[C@@H]1CN([C@@H](C)CO)C(=O)c2cc(NC(=O)Cc3ccccc3)ccc2O[C@H]1CN(C)S(=O)(=O)c1cccs1
2.5 | CCO[C@@H]1OC(C(=O)N2CCN(Cc3ccc4c(c3)OCO4)CC2)=C[C@H](C)[C@H]1CCCO
7.5 | C[C@@H]1CN([C@@H](C)CO)C(=O)c2cccc(NC(=O)C3CC3)c2O[C@H]1CN(C)Cc1ccc(Oc2ccccc2)cc1
-15.9 | COc1ccc(CN(C)C[C@@H]2OCCCC[C@H](C)Oc3ccc(NS(=O)(=O)c4ccc(F)cc4)cc3C(=O)N([C@H](C)CO)C[C@@H]2C)cc1
8.3 | C[C@@H]1CN([C@@H](C)CO)C(=O)c2cc(C#CCc3ccccc3)cnc2O[C@H]1CN(C)CC1CCCC1
9.3 | COc1ccc(C#Cc2cnc3c(c2)C(=O)N([C@@H](C)CO)C[C@H](C)[C@@H](CN(C)C(=O)CN(C)C)O3)cc1
4.2 | CCCN(C)C[C@H]1Oc2cc(-c3ccccc3OC)ccc2S(=O)(=O)N([C@@H](C)CO)C[C@H]1C
-72.9 | CCCN(C)C[C@H]1Oc2ncc(-c3cccc(C#N)c3)cc2C(=O)N([C@H](C)CO)C[C@@H]1C
0.5 | COc1ccc(S(=O)(=O)Nc2ccc3c(c2)C(=O)N([C@H](C)CO)C[C@@H](C)[C@H](CN(C)Cc2ccc(C(=O)O)cc2)O3)cc1
-0.2 | C[C@@H]1CN([C@H](C)CO)C(=O)c2cc(NS(=O)(=O)c3cn(C)cn3)ccc2O[C@@H](C)CCCCO[C@@H]1CN(C)C(=O)CCC(F)(F)F
4.0 | C[C@@H]1CN([C@@H](C)CO)C(=O)c2cc(NC(=O)c3ccncc3)ccc2O[C@@H](C)CCCCO[C@@H]1CN(C)C(=O)CCC(F)(F)F
1.7 | Cc1noc(C)c1S(=O)(=O)Nc1ccc2c(c1)C(=O)N([C@@H](C)CO)C[C@H](C)[C@@H](CN(C)S(=O)(=O)c1ccc(F)cc1)OCCCC[C@H](C)O2
-5.4 | CC1(C)CC(NC(=O)CC(c2ccc(F)cc2)c2ccco2)CCO1 (stereo unspecified)
0.3 | C[C@@H]1CCCCO[C@H](CN(C)S(=O)(=O)c2cn(C)cn2)[C@H](C)CN([C@@H](C)CO)C(=O)c2cc(NC(=O)NC3CCCCC3)ccc2O1
2.9 | O=C(C[C@H]1C[C@H]2c3cc(NC(=O)C4CCC4)ccc3O[C@H]2[C@H](CO)O1)NCC1CC1
5.7 | C[C@@H]1CN([C@@H](C)CO)C(=O)Cc2cc(NC(=O)CCCCCC(=O)Nc3ccccc3N)ccc2O[C@H]1CN(C)S(=O)(=O)c1ccc(Cl)cc1
-9.8 | C[C@@H]1CN([C@H](C)CO)C(=O)Cc2cc(NC(=O)CCCCCC(=O)Nc3ccccc3N)ccc2O[C@@H]1CN(C)C(=O)Nc1ccc(C(F)(F)F)cc1
-1.6 | CCCNC(=O)N(C)C[C@@H]1Oc2ncc(-c3ccc(OC)cc3)cc2C(=O)N([C@H](C)CO)C[C@@H]1C
1.7 | C[C@H]1CN([C@@H](C)CO)C(=O)c2cc(-c3cncnc3)cnc2O[C@H]1CN(C)C(=O)c1cccc(F)c1
-2.7 | CC(C)C#Cc1ccc2c(c1)O[C@H](CN(C)C(=O)c1ccccc1)[C@H](C)CN([C@@H](C)CO)S2(=O)=O
3.3 | CCC(=O)N(C)C[C@@H]1Oc2ncc(Br)cc2C(=O)N([C@H](C)CO)C[C@@H]1C
-39.2 | CO[C@@H](CN(C)Cc1ccc2c(c1)OCO2)[C@@H](C)CN(C(=O)c1ccccc1)[C@H](C)CO
-1.3 | Cc1noc(C)c1S(=O)(=O)N(C)C[C@@H]1OCc2ccccc2-c2c(n(C)c3ccccc23)C(=O)N([C@@H](C)CO)C[C@@H]1C
1.9 | CC(C)NC(=O)N(C)C[C@H]1Oc2ncc(C#Cc3ccc(F)cc3)cc2C(=O)N([C@@H](C)CO)C[C@H]1C
-7.0 | CC(C)NC(=O)N(C)C[C@H]1Oc2ncc(C3=CCCCC3)cc2C(=O)N([C@@H](C)CO)C[C@@H]1C
9.5 | C[C@H](CO)N1C[C@H](C)[C@@H](CN(C)C(=O)CN(C)C)Oc2ncc(/C=C/c3ccccc3)cc2C1=O

# An excerpt from above in order of the NSD2 block value, ascending:
Compound	NSD2 block
CC(C)NC(=O)N(C)C[C@H]1Oc2ncc(C3=CCCCC3)cc2C(=O)N([C@@H](C)CO)C[C@@H]1C	-7.0
CC(C)C#Cc1ccc2c(c1)O[C@H](CN(C)C(=O)c1ccccc1)[C@H](C)CN([C@@H](C)CO)S2(=O)=O	-2.7
CCC(=O)N(C)C[C@@H]1Oc2ncc(Br)cc2C(=O)N([C@H](C)CO)C[C@@H]1C	3.3
C[C@H](CO)N1C[C@H](C)[C@@H](CN(C)C(=O)CN(C)C)Oc2ncc(/C=C/c3ccccc3)cc2C1=O	9.5

# (cont.)
NSD2 block | SMILES
-3.5 | CC(C)NC(=O)N(C)C[C@H]1OCCCC[C@H](C)Oc2ccc(NC(=O)Nc3ccc(F)cc3)cc2C(=O)N([C@@H](C)CO)C[C@H]1C
3.9 | Cc1ccc(S(=O)(=O)Nc2ccc3c(c2)C(=O)N([C@@H](C)CO)C[C@@H](C)[C@H](CN(C)S(=O)(=O)c2ccccc2)O3)cc1
1.5 | COc1ccc(S(=O)(=O)Nc2ccc3c(c2)C(=O)N([C@H](C)CO)C[C@H](C)[C@@H](CN(C)S(=O)(=O)c2ccc(Cl)cc2)OCCCC[C@H](C)O3)cc1
-1.0 | O=C(N1CCOCC1)[C@@]1(CCS(=O)(=O)c2ccccc2)COC(c2ccc(OCCCO)cc2)=N1
-0.5 | COc1ccc(S(=O)(=O)Nc2ccc3c(c2)CC(=O)N([C@H](C)CO)C[C@H](C)[C@H](CN(C)C(=O)Nc2ccc4c(c2)OCO4)O3)cc1
-2.9 | CCCC#Cc1ccc2c(c1)O[C@H](CN(C)C(=O)CN(C)C)[C@H](C)CN([C@H](C)CO)S2(=O)=O
-3.2 | C[C@@H]1CN([C@H](C)CO)C(=O)c2cccc(NC(=O)Nc3ccccc3)c2O[C@@H]1CN(C)C(=O)NC1CCCCC1
-0.9 | C/C=C/c1ccc2c(c1)O[C@@H](CN(C)C(=O)c1ccc(F)cc1)[C@@H](C)CN([C@@H](C)CO)S2(=O)=O
-0.4 | COc1ccc(NC(=O)Nc2cccc3c2O[C@@H](CN(C)S(=O)(=O)c2cccs2)[C@H](C)CN([C@H](C)CO)C3=O)cc1
-5.9 | C[C@@H]1CN([C@@H](C)CO)C(=O)Cc2cc(NC(=O)Nc3ccc(C(F)(F)F)cc3)ccc2O[C@H]1CN(C)S(=O)(=O)c1ccccc1
-2.2 | COCC#Cc1cnc2c(c1)C(=O)N([C@H](C)CO)C[C@H](C)[C@H](CN(C)C)O2
-6.4 | C[C@H]1CN([C@@H](C)CO)C(=O)c2cccc(NS(=O)(=O)c3ccc(Cl)cc3)c2O[C@@H]1CN(C)Cc1ccc(C(=O)Nc2ccccc2N)cc1
-3.1 | CNC[C@@H]1Oc2ccc(NC(=O)CCC(F)(F)F)cc2C(=O)N([C@H](C)CO)C[C@@H]1C
0.8 | C[C@@H](O)C#Cc1ccc2c(c1)O[C@H](CN(C)C(=O)CC1CC1)[C@@H](C)CN([C@@H](C)CO)S2(=O)=O
-0.1 | O=C(C[C@H]1C[C@H]2c3cc(NC(=O)CC4CC4)ccc3O[C@H]2[C@@H](CO)O1)NCc1ccccc1
4.7 | C[C@@H]1CN([C@@H](C)CO)C(=O)CCCn2nncc2CO[C@@H]1CN(C)C
-0.1 | COCC(=O)N(C)C[C@@H]1Oc2ncc(C#Cc3ccccc3OC)cc2C(=O)N([C@H](C)CO)C[C@@H]1C
26.5 | COc1cccc(C#Cc2cnc3c(c2)C(=O)N([C@H](C)CO)C[C@@H](C)[C@H](CN(C)C)O3)c1
-12.5 | COc1ccc(NC(=O)Nc2ccc3c(c2)C(=O)N([C@@H](C)CO)C[C@@H](C)[C@@H](CN(C)Cc2ccncc2)OCCCC[C@H](C)O3)cc1
-3.1 | C[C@H](CO)N1C[C@H](C)[C@H](CN(C)C(=O)Nc2cc(F)ccc2F)Oc2cc(C#CC3CCCC3)ccc2S1(=O)=O
1.1 | C[C@@H]1CCCCO[C@@H](CN(C)C(=O)CCCN(C)C)[C@@H](C)CN([C@H](C)CO)C(=O)c2cc(NC(=O)Nc3ccc4c(c3)OCO4)ccc2O1

# Not all compounds are listed; the hit share may differ from the screen's.
